# yeast mlh1 rad18 – NCI yeast anticancer drug screen, S. cerevisiae mlh1 rad18 strain. growth inhibition, % at 50 µM. hit rate 11% among 79,000;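 further: 0% = growth of vehicle-only cultures of the same strain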
#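 Steps: expose repair-defective yeast to compound; measure growth; express inhibition against vehicle-treated controls.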
# mec2-1 – NCI yeast anticancer drug screen, S. cerevisiae mec2-1 strain; % growth inhibition at 50 µM; hit rate 9% among 79,000; AID 157;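 further: 0% = growth of vehicle-only cultures of the same strain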
#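 Mutant yeast (mec2-1) grown with compound; growth inhibition relative to vehicle control reported.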
# yeast cln2 rad14 – NCI yeast anticancer drug screen, S. cerevisiae cln2 rad14 strain. growth inhibition, % at 50 µM. hit rate 8.3% among 78,000;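 further: 0% = growth of vehicle-only cultures of the same strain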
#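 Growth of compound-exposed yeast (cln2 rad14 genotype) measured and expressed as inhibition relative to vehicle.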
# bub3 – NCI yeast anticancer drug screen, S. cerevisiae bub3 mutant strain; % growth inhibition at 50 µM; hit rate 9.9% among 78,000;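 further: 0% = growth of vehicle-only cultures of the same strain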
#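 Mutant yeast screening strain plus compound; vehicle-treated cultures serve as the 0% inhibition reference.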
# yeast rad50 – NCI yeast anticancer drug screen, S. cerevisiae rad50 strain; AID 155; % growth inhibition at 50 µM; hit rate 10% among 79,000;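 further: 0% = growth of vehicle-only cultures of the same strain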
#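 Inhibition values express reduced yeast growth in compound-treated cultures relative to vehicle-treated controls.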
# sgs1 mgt1 – NCI yeast anticancer drug screen, S. cerevisiae sgs1 mgt1 strain; % growth inhibition at 50 µM; hit rate 10% among 78,000;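 further: 0% = growth of vehicle-only cultures of the same strain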
#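 Yeast cells carrying a defined DNA-repair defect were exposed to test compounds. Growth inhibition was measured relative to vehicle-treated controls.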
# An asterisk follows results filed as active; · = no result given; & = joins results of further samples. No stated cut-off is given here; in the data, active means growth inhibition above about 70%; inactive means the rest.
SMILES,yeast mlh1 rad18,mec2-1,yeast cln2 rad14,bub3,yeast rad50,sgs1 mgt1
CC(=O)/C=C/c1cc([N+](=O)[O-])ccc1O,85*,90*,46,50,86*,89*
CCCCCCC(=O)CCCC(C)CCCC(C)C (configuration not stated),-4,-24,·,·,-14,·
O=C1/C(=C\c2ccccc2)C(NC2CCCCC2)c2ccccc21 (configuration not stated),100*,100*,100*,99*,100*,100*
CN(C)CC1(Cc2ccccc2)CCC(Cc2ccccc2)C1=O (configuration not stated),86*,63,54,46,86*,85*
OC1(Cc2ccccn2)c2ccccc2CC1c1ccccc1 (configuration not stated),-7,-1,-15,1,-19,-8
Cc1cc(Cl)c(Cl)cc1NC(=O)Nc1ccccc1F,11,2,14,19,15,3
CCN(CC)CCCCCCNc1cc(C)cc2cccnc12,60,20,73*,19,66,74*
CCCCC1(CC)COC2(CCCC2)OC1,12,2,3,-10,19,-12
O=C1c2ccccc2C(=O)N1C1Cc2nc3ccccc3n2C1=O (configuration not stated),6,-1,-75,-1,-2,12
CC(C)(O)C#Cc1ccccc1,11,-8,-25,-10,-1,-1
CC(C)NC(=O)OCc1c(COC(=O)NC(C)C)c2n(c1-c1ccc(Cl)c(Cl)c1)CCS2=O (configuration not stated),26,24,23,22,16,7
COc1ccc2nc3cc(Cl)ccc3c(NCCNCC(C)(C)O)c2c1,22,16,64,27,23,18
CC1(C)c2ccccc2N2C(c3ccccc3)=NOC21C (configuration not stated),7,-5,1,41,3,-7
Cc1cc([N+](=O)[O-])ccc1N=NC(=O)NNc1ccc([N+](=O)[O-])cc1C,23,5,-33,4,0,8
COC(=O)C1=C(C)N(NC(N)=O)C2(N)N(NC(N)=O)C(C)=C(C(=O)OC)C12C(=O)OC (configuration not stated),-26,-31,-10,-4,-10,-43
CC(=O)Oc1ccc(/C=N\N(C)CN(C)/N=C/c2ccc(OC(C)=O)cc2)cc1,18,-10,18,2,14,32
Cc1cc(C)nc(NS(=O)(=O)c2ccc(Nc3c4ccccc4nc4c(C(=O)NCCO)cccc34)cc2)n1,65,3,81*,0,39,-11
O=C1OC(c2cccc(Cl)c2)=N/C1=C\c1cccc([N+](=O)[O-])c1,2,12,19,18,16,25
Cc1cc(C2=NCC(C)S2)c(C(C)C)cc1O (configuration not stated),21,14,13,47,17,11
CC12C(=O)N(CC(=O)O)C(=O)C1(C)C1c3ccccc3C2c2ccc3ccccc3c21 (configuration not stated),96*,96*,99*,96*,99*,99*

# Next section, overlapping the part above by two compounds.
SMILES,yeast mlh1 rad18,mec2-1,yeast cln2 rad14,bub3,yeast rad50,sgs1 mgt1
Cc1cc(C2=NCC(C)S2)c(C(C)C)cc1O (configuration not stated),21,14,13,47,17,11
CC12C(=O)N(CC(=O)O)C(=O)C1(C)C1c3ccccc3C2c2ccc3ccccc3c21 (configuration not stated),96*,96*,99*,96*,99*,99*
COc1ccc(-c2[nH]c(-c3ccc(OC)cc3)c(-c3ccccn3)c2-c2ccccn2)cc1,95*,92*,70,84*,81*,95*
Cc1cc(=O)[nH]c(NN2C(Cl)C(=O)C2c2ccc(Cl)cc2)n1 (configuration not stated),-18,7,-8,8,11,4
Nc1ncn(C2CC(O)C(CO)O2)c(=O)n1 (configuration not stated),-21,-11,-52,11,-15,8
O=C1OC2C(O)C(CO)OC2n2c1cc(=O)[nH]c2=O (configuration not stated),-5,14,-4,4,3,9
O=C(CCN1CCCC1)c1cccs1,-32,5,-3,1,-4,-17
COc1ccc(OC)c(NC(=O)CCC/C(CC(=O)c2ccc(O)c(OC)c2)=N\Nc2nnc(C)n2N)c1,-16,19,21,3,-17,-18
CC(=O)OC(C)(C)c1ccc2c(c1)C(=O)C[C@@H]1[C@](C)(C#N)CCC[C@]21C,36,0,-5,52,47,-3
N#CCCOCc1ccccc1,1,-24,-3,-15,-47,-1
CCC/C(=N\O)S(=O)(=O)c1ccc(NN=O)nc1,-28,-27,34,-4,-22,-36
Cc1ccc(S(=O)(=O)c2ccccc2)cc1,17&-44,-1&-16,1&2,3&-5,23&-18,23&-22
FC(F)(F)c1ccc2nc(Nc3ccc(Cl)c(Cl)c3)c(-c3ccccc3)nc2c1,-4,9,22,5,-12,11
OCCO,-31,-24,-32,-32,-26,-49
Oc1ccc(O)c2c1CC=CC2,16,23,13,18,12,28
O=C(c1ccccc1)c1nnn(Cc2ccccc2Cn2nnc(C(=O)c3ccccc3)c2C(=O)c2ccccc2)c1C(=O)c1ccccc1,15,-1,-4,8,19,9
C/C(COC(=O)c1cc(C)nc2ccccc12)=N\O,-12,17,-21,21,-23,-1
Cc1ccc(N=Nc2ccc([N+](=O)[O-])cc2)c([N+](=O)[O-])c1,-13,-11,17,18,11,-4
CC1CCN(c2ccc([N+](=O)[O-])cc2)CC1,-9,-30,·,·,-18,·
O=S(=O)(O)c1cc(Cl)c(O)c(Cl)c1,23,-22,-42,7,7,9
Cc1cc(OCC(=O)O)cc(C)c1C,-1,-8,-19,-5,1,-15
O=C(c1ccccc1O)N1CCCC1,11,7,15,2,20,20
COc1ccc(NC(CCN2CCN(CCC(=NC(C)(C)C)Nc3ccc(OC)cc3)CC2)=NC(C)(C)C)cc1,8,11,-9,4,-4,-1
O=c1[nH]nc(S(=O)(=O)N2CCCC2)c(=O)[nH]1,-13,-9,-3,-4,-11,-11
Oc1cc(O)c2cc(O)c(-c3ccc(O)c(O)c3)[o+]c2c1,28,2,4,31,11,23
Cc1nc2ccc([N+](=O)[O-])cc2c(=O)[nH]1,-16,-13,-32,-10,-10,-2
NC(=O)CC1(C(=O)O)c2ccccc2-c2ccccc21,-4,-14,-8,15,17,3
CCCCN=C(N)N=C(N)N,4,3,-7,-5,7,1
CC(=O)Nc1ccc2scnc2c1,12,-1,-10,-10,15,11
O=C(O)Cc1ccc(-c2ccccc2)cc1,25,24,6,20,29,21
O=c1cnc2ccccc2[nH]1,31,14,12,13,24,19
CC(C)(C)OC(=O)Nc1cccc(Cl)c1,80*,15,3,10,73*,56
O=C1c2ccccc2C(=O)N1/N=C/c1cc(Cl)cc(Cl)c1O,-5,-17,·,·,1,·
Cc1ccccc1N=Cc1ccc(N(CCC#N)S(=O)(=O)c2ccccc2)cc1,15,-8,19,1,12,20
O=C(O)COc1ccc([N+](=O)[O-])cc1[N+](=O)[O-],17,14,8,4,21,22
Oc1ccc(N=Nc2ccccn2)c(O)c1,89*,91*,86*,90*,89*,91*
COC(=O)c1nnn(-c2ccc(Cl)cc2Cl)c1N,14,-18,6,-19,-6,-15
Cc1ccc(C(=S)NC(=O)Nc2ccccc2)cc1,1,9,-21,46,-7,-18
CN(C)CCN1C(=O)c2ccccc2C1(O)c1ccc(Cl)cc1 (configuration not stated),15,-9,-1,-1,4,-23
COc1cc(/C=C(\C)c2ccc3c(c2)OCO3)cc(OC)c1OC,-6,13,5,13,15,35
COC1CC(OC(=O)c2ccccc2)C(OC(=O)c2ccccc2)C(CBr)O1 (configuration not stated),89*,90*,91*,80*,85*,89*
CCN(CC)C(=O)C1CCN(Cc2ccc3c(c2)CCC3)CC1,4,42,-17,3,-4,-1

# A second format for four compounds above.
SMILES | yeast mlh1 rad18 | mec2-1 | yeast cln2 rad14 | bub3 | yeast rad50 | sgs1 mgt1
Cc1cc(Cl)c(Cl)cc1NC(=O)Nc1ccccc1F | 11 | 2 | 14 | 19 | 15 | 3
CCN(CC)CCCCCCNc1cc(C)cc2cccnc12 | 60 | 20 | 73* | 19 | 66 | 74*
CCCCC1(CC)COC2(CCCC2)OC1 | 12 | 2 | 3 | -10 | 19 | -12
O=C1c2ccccc2C(=O)N1C1Cc2nc3ccccc3n2C1=O (configuration not stated) | 6 | -1 | -75 | -1 | -2 | 12

# (list continues)
SMILES,yeast mlh1 rad18,mec2-1,yeast cln2 rad14,bub3,yeast rad50,sgs1 mgt1
COc1ccc(C(CO)CC(=O)NCCN(C)C)cc1 (configuration not stated),25,15,-9,23,1,16
Nc1ncnc(Nc2ccc(C(F)(F)F)cc2)n1,18,8,13,26,44,1
O=C(O)C1/C(=C\c2ccccc2)C1c1ccccc1 (configuration not stated),9,7,19,-21,13,-2
CCN(C(=O)C(F)(F)F)c1ccc2c(c1)C(=O)c1ccccc1-2,10,-3,-18,84*,26,43
CCCCCC(=O)OC[n+]1ccc2c(C)c3[nH]c4ccc(OC)cc4c3c(C)c2c1,91*,92*,89*,87*,88*,90*
CN(C)Cc1ccc2c(c1)c1c(n2Cc2ccccc2)CCCC1,98*,70*,87*,98*,84*,90*
O=C1OI(OI2OC(=O)c3ccccc32)c2ccccc21 (tested in a mixture with another compound),9,-10,-10,18,12,-19
ClC(Cl)C1OCCCO1,-8,-17,-41,12,-32,-23
COC(=O)C1=NC(=O)C(C#N)=C(C(=O)OC)C1(C(=O)c1ccc(OC)cc1)c1ccc(OC)cc1 (configuration not stated),-12,4,14,12,-40,-9
Cc1ccc(S(=O)(=O)Nc2ccc(C(=O)Cl)cc2)cc1,12,25,7,27,5,24
CC(NC(=O)OC(C)(C)C)C(=O)NC1CCCC1 (configuration not stated),-5,14,-8,7,-22,-15
COc1onc(C)c1CC(=O)O,3,1,-32,-9,3,-7
CN(C)c1nc(N)nc(N)n1,-25,-5,-2,10,-33,-34
CC/C=N/NC(=O)OCC,-7,-5,1,-3,-10,-14
Cc1cc(C(F)(F)F)cc(-n2nc(NS(=O)(=O)c3cc(C)c(Cl)cc3S)nc2N)n1,34,10,-3,4,13,15
O=C(O)/C=C\C(=O)Nc1ccc2c(c1)Cc1cc(O)ccc1-2,0,31,26,22,8,18
C=C(C)CNc1ccccc1,6,-19,8,1,-4,-11
CCOC(=O)C1C(c2ccc(OC)c(OC)c2)CC(=O)CC1(C)O (configuration not stated),12,13,-40,15,-20,0
O=S(=O)(Cl)c1cccc2c(S(=O)(=O)Cl)cccc12,16,2,-40,-10,7,15
O=C(CCc1ccccc1)On1c(-c2ccccc2)nc2ccccc2c1=S,6,29,-7,6,33,17
CC1(C)OC(C(O)COC(=O)c2ccc([N+](=O)[O-])cc2)C(C(SCc2ccccc2)SCc2ccccc2)O1 (configuration not stated),-2,-5,-12,-6,11,8
COc1ccc(C(=O)CC2(O)C(=O)N(C)c3c(Cl)cc(Cl)cc32)cc1 (configuration not stated),87*,67,62,69,68,61
COc1cc(OC)c(C(=O)c2ccccc2N)c(OC)c1,9,0,7,-8,-3,-2
O=C1CCC(NC(=O)c2ccccc2)C(=O)N1 (configuration not stated),22,3,-1,10,-9,-5
Nc1nc(Sc2ccc([N+](=O)[O-])c3nonc23)c2[nH]cnc2n1,35,7,17,29,17,-20
CN(C)C1(c2ccccc2)CS(=O)(=O)C1,-9,-20,-12,0,-8,-2
CN1CCN(c2cc3c(cc2F)c(=O)c(C(=O)O)cn3C2CC2)CC1CC#N (configuration not stated),33,-38,-7,-13,-17,-9
O=[N+]([O-])c1ccc(Oc2ccc(S(=O)(=O)O)cc2)cc1,2,6,7,7,14,-4
CSCCC(N)C(=O)NCCNc1ccc(NCCNC(=O)C(N)CCSC)c2c1C(=O)c1ccccc1C2=O (configuration not stated),-44,-1,0,-30,-8,-29
Cc1ccc(NC(=O)COc2ccccc2)c(C)c1,28,20,-4,28,4,16
Clc1c(Cl)c(CBr)c(Cl)c(-c2c(Cl)c(Cl)c(Cl)c(CBr)c2Cl)c1Cl,-1,-4,-26,2,2,-3
Cc1ccc(F)c2[nH]c(-c3ccccc3)cc(=O)c12,12,3,-6,8,15,-1
CC1CCC(C(=O)C(Cl)C(Cl)C2CCCCC2)CC1 (configuration not stated),56,20,-18,39,8,34
CN(c1ccc(Cl)cc1)S(=O)(=O)c1ccc([N+](=O)[O-])cc1,-6,-24,32,38,-13,23
CN(C)C(=N)CCl,10,1,-24,26,19,11
Cc1cc(C)c[n+](-c2nc3c([O-])n(C)c(=O)n(C)c-3n2)c1,-4,3,-5,-8,-5,-18
CCC(CCC(=O)c1ccccc1)[N+](=O)[O-] (configuration not stated),7,-15,-8,14,-4,-6
CCc1ccc2c(c1)N(CC(C)CN(C)C)c1ccccc1S2 (configuration not stated),84*,-12,65,74*,52,24
O=S(=O)(O)c1cc(S(=O)(=O)O)c2c(Nc3ccnc4ccccc34)ccc(S(=O)(=O)O)c2c1,14,-1,4,-8,-8,-19
COC1CC(N=[N+]=[N-])C(OS(C)(=O)=O)C(C)O1 (configuration not stated),15,22,4,-9,-2,2
CC(C)(C)C(=O)Oc1ccc[nH]c1=O,-2,-14,-28,-14,23,2
CCOC(=O)N(C)N(C)C(=O)OCC,7,-27,6,6,-15,12

# Among those listed so far, these have a cyano group.
SMILES,yeast mlh1 rad18,mec2-1,yeast cln2 rad14,bub3,yeast rad50,sgs1 mgt1
CC(=O)OC(C)(C)c1ccc2c(c1)C(=O)C[C@@H]1[C@](C)(C#N)CCC[C@]21C,36,0,-5,52,47,-3
N#CCCOCc1ccccc1,1,-24,-3,-15,-47,-1
Cc1ccccc1N=Cc1ccc(N(CCC#N)S(=O)(=O)c2ccccc2)cc1,15,-8,19,1,12,20
COC(=O)C1=NC(=O)C(C#N)=C(C(=O)OC)C1(C(=O)c1ccc(OC)cc1)c1ccc(OC)cc1 (configuration not stated),-12,4,14,12,-40,-9
CN1CCN(c2cc3c(cc2F)c(=O)c(C(=O)O)cn3C2CC2)CC1CC#N (configuration not stated),33,-38,-7,-13,-17,-9
